Compound activity from PubChem BioAssay.
DAX1 inh-1: blocks DAX1 repression of SF-1 activated StAR promoter; HEK293T StAR-luciferase reporter, SF-1/DAX-1 repression relief; inhibition, % at 6.8 µM; hit rate 1.1% among 370,000; AID 652010;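 active means inhibition above the mean over all tested compounds plus 3 SD, cut at about 3.6% in these data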;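 further: 0% = DAX-1 cells with DMSO and 100% = cells lacking DAX-1 with DMSO; higher inhibition means more luminescence from relief of DAX-1 repression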
SMARCA2 activ: SMARCA2 function activation, primary screen | AID 652017 | MG213 cells, MMTV-luciferase reporter, dexamethasone, overnight | activation, % at 9.1 µM | hit rate 1% among 370,000; in the data active means activation above about 7.8%;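 further: 0% = vehicle wells and 100% = reference activator wells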
PLCg1 inh: PLC-gamma1 (human) inhibition, primary screen; P19174; purified PLC-gamma1, fluorogenic substrate, fluorescence; inhibition, % at 12.2 µM; hit rate 0.84% among 370,000; AID 720700; in the data active means inhibition above about 9.5%
MBD2 inh: MBD2-methylated oligo binding inhibition | Q9UBB5 | inhibition, % at 4.4 µM | AID 686964 | hit rate 0.31% among 370,000 | TR-FRET, MBD2 binding to methylated oligonucleotide; in the data active means inhibition above about 13%
DAX1 inh-2: inhibits human nuclear receptor DAX1; HEK293 Gal4-DAX1 luciferase reporter, luminescence; inhibition, % at 6.75 µM; hit rate 0.99% among 340,000; AID 504766;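 active means inhibition above the mean over all tested compounds plus 3 SD, cut at about 4.2% in these data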;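 further: 0% = DAX1-transfected cells with DMSO and 100% = empty-vector control cells with DMSO; inhibition shows as a rise in luminescence from relieved DAX1 repression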
Target sequence (P51843 207-470 limits assumed): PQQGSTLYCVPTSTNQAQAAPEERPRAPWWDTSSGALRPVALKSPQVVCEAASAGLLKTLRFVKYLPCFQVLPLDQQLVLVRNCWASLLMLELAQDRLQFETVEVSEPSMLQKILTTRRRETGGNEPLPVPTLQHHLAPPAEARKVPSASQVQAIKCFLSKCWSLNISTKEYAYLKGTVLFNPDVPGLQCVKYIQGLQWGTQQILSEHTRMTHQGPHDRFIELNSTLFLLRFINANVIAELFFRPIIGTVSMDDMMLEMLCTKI
PLCb3 inh: inhibitors of human phospholipase C beta3; inhibition, % at 12.2 µM; Purified PLC-beta3, fluorogenic substrate, fluorescence; hit rate 0.18% among 370,000; Q01970; AID 720704; in the data active means inhibition above about 11%;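 further: 0% = median of compound wells on plate and 100% = full blocker control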
ADAM17 inh: inhibits human ADAM17; P78536; recombinant ADAM17, EDANS/DABCYL FRET peptide cleavage; inhibition, % at 6.95 µM; hit rate 0.83% among 370,000; AID 720648;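 active means inhibition above the mean of compounds lying between control limits plus 3 SD, set per campaign, cut at about 8.5% in these data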;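 further: 0% = DMSO-only wells as the low control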
Target sequence (P78536 215-824 limits assumed): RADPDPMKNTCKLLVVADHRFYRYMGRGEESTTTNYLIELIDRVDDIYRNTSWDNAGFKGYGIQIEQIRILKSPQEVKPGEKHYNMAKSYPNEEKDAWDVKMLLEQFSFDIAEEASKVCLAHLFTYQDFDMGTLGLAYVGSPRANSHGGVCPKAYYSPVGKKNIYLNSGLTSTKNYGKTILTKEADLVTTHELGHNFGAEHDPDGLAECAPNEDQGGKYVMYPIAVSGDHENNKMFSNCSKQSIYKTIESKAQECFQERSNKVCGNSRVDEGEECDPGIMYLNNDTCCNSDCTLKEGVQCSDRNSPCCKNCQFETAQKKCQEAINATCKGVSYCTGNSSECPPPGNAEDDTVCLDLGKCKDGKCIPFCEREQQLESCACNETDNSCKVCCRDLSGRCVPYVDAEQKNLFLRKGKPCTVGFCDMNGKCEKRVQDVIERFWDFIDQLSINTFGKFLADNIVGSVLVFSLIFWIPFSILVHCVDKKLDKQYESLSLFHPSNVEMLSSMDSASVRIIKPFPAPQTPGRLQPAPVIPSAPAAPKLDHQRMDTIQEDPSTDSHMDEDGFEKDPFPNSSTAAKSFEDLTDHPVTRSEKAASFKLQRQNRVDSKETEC
hgDAF12 agonist: activates the H. glycines DAF-12 receptor ligand-binding domain. activation, % at 6.8 µM. HEK293 GAL4-hgDAF12 UAS-luciferase reporter, agonist luminescence; normalized to butyrate control. hit rate 1.8% among 370,000. AID 687014;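 active means activation above a cutoff set at the mean of all screened compounds plus 3 SD, cut at about 10% in these data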;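 further: 0% = DMSO wells and 100% = sodium butyrate wells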
ssDAF12 agonist: S. stercoralis DAF-12 activation, primary screen | activation, % at 6.8 µM | hit rate 1% among 370,000 | HEK293 ssDAF-12/GRIP1 lit1-tk-luc reporter, luminescence; % of 3 µM dafachronic acid response;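 active means activation above the mean over all tested compounds plus 3 SD, cut at about 0.9% in these data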;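 further: 0% = DMSO-only wells and 100% = 3 µM delta7-dafachronic acid wells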
NR1D1 modulator: modulates human Rev-erb alpha binding to DNA; activity, % at 10 µM; Rev-erbα–FITC-DNA binding, fluorescence polarization, 90 min; hit rate 0.79% among 370,000;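 active means activity above about 14%, limit read from the data; passing the limit was not always enough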;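 further: 0% = DMSO wells with 35 nM protein and 100% = DMSO wells with 750 nM protein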
hcDAF12 agonist: activators of H. contortus DAF-12 nuclear receptor; hit rate 1.4% among 370,000; activation, % at 6.8 µM; HEK293 hcDAF-12 lit1-tk-luc reporter, luminescence; 0% DMSO, 100% Δ7-dafachronic acid;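 active means activation above the mean of all tested compounds plus 3 SD, cut at about 5.5% in these data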;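 further: 100% = response to 3 µM Δ7-dafachronic acid high control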
* marks the source's active call; other numbers are inactive results; i = inactive; nt = no result given.

Second line of a record: DAX1 inh-1	SMARCA2 activ	PLCg1 inh	MBD2 inh	DAX1 inh-2	PLCb3 inh	ADAM17 inh	hgDAF12 agonist	ssDAF12 agonist	NR1D1 modulator	hcDAF12 agonist
O=C(O)/C=C/C(=O)c1ccc2c(c1)CCc1ccccc1-2
→ -0.5	11*	-22	1	-1.8	-26	-36	2.1	-1.1	-2	2.7
COCCN1C(=O)CN(S(C)(=O)=O)CC1(C)C(=O)Nc1c(C)cccc1C (stereo unspecified)
→ 0.2	-2	-2	1	nt	3	-3	3.1	-0.7	3	-0.9
Cc1cc(C)c(OCC(=O)OCCNC(=O)c2cccnc2)c(C)c1
→ 0.1	-2	0	2	-0.1	2	-2	-0.9	-1.6	1	-0.5
COCCn1nc2cc(C(=O)NCC34CC5CC(CC(C5)C3)C4)ccc2c1OC
→ -0.5	0	-188	3	3.3	-301	-143	-0.9	-1.7	-4	-0.6
CC(=O)c1cnc2c(-c3ccccc3)c(C)nn2c1C
→ -0.2	-6	0	-4	0.3	-3	3	0.4	-1.0	1	-1.4
Cc1ccc(S(=O)(=O)NC(=O)CSc2nc3ccccc3s2)cc1
→ 0.3	-3	-4	2	2.1	-9	-4	1.9	0.5	0	4.1
COc1ccc(C2NC(=S)NC(C)=C2C(=O)c2ccccc2)cc1OC (stereo unspecified)
→ -0.1	1	-4	1	-0.1	2	-2	-0.3	-1.5	1	-1.2
CCN(CC)Cc1c(NC(=O)c2ccccc2)sc(C)c1C
→ 1.5	3	-5	0	3.7	-6	-5	11*	-0.2	-1	4.8
Cc1ccc(SCC(=O)Nc2ccccc2N2CCOCC2)cc1
→ -1.2	-1	8	1	0.1	-3	4	-1.1	-1.8	-1	0.2
Cc1cccc(C)c1NC(=O)C1(C)CN(S(C)(=O)=O)CC(=O)N1CCOc1ccccc1 (stereo unspecified)
→ -0.6	-3	3	-1	nt	5	1	-0.8	-1.1	0	-0.4
Cc1cccc(C(=O)N[C@H](C(=O)OCC(=O)NC2CCS(=O)(=O)C2)C(C)C)c1 (stereo partly specified)
→ 0.2	3	1	3	-0.9	3	1	0.6	-1.5	0	-0.7
COc1ccc(-c2nc(CC(=O)O)cs2)cc1
→ -0.5	0	-2	-5	1.5	-3	-5	-0.2	-1.0	3	-1.1
Cc1ccc(S(=O)(=O)CCc2nnc(NC(=O)COc3cccc(C)c3)s2)cc1
→ 0.1	-1	3	4	-0.7	-1	-4	1.8	0.0	-3	0.7
O=C(Nc1cccnc1)c1ccc2c(c1)C(=O)N(CC1CCCO1)C2=O (stereo unspecified)
→ -0.1	1	6	-1	-0.4	1	-1	-1.0	-1.3	4	0.0
Cc1ncc([N+](=O)[O-])n1CCOC(=O)NC(NCc1ccccc1Cl)C(Cl)(Cl)Cl (stereo unspecified)
→ -0.1	1	-2	-1	-0.5	1	0	-2.5	-1.5	1	-1.0

Other results follow:
Second line of a record: DAX1 inh-1	SMARCA2 activ	PLCg1 inh	MBD2 inh	DAX1 inh-2	PLCb3 inh	ADAM17 inh	hgDAF12 agonist	ssDAF12 agonist	NR1D1 modulator	hcDAF12 agonist
COc1cccc(OCC(O)CN2CCN(C(c3ccccc3)c3ccccc3)CC2)c1 (stereo unspecified)
→ 0.4	-3	-1	1	1.4	-8	-2	-1.4	-1.2	0	0.5
O=C(c1cccs1)c1coc2ccc(O)c(CN3CCOCC3)c12
→ -0.9	-2	-2	-6	0.0	-1	2	-1.8	-1.3	3	-1.1
Cc1ccnc2nc(C(=O)OCC(=O)c3ccc(Cl)cc3)nn12
→ 1.1	0	0	-3	-0.2	-11	-10	-0.4	-0.8	0	4.0
N#Cc1ccccc1NC(=O)Nc1ccc(Cl)cc1
→ 0.6	2	-7	-2	0.0	-2	-11	2.3	-1.3	-5	0.6
C=CCN(C(=O)c1ccccc1)C1CCS(=O)(=O)C1 (stereo unspecified)
→ 0.0	0	4	-4	0.3	0	0	0.1	-1.1	2	-1.4
CN(Cc1ccccc1)S(=O)(=O)c1ccc2[nH]c(=O)oc2c1
→ 0.2	-2	-2	4	0.4	-2	0	-0.5	-1.2	-8	-0.4
CS(=O)(=O)N(CC(=O)N1CCN(Cc2ccccc2)CC1)c1ccccc1F
→ 0.2	-1	4	-1	1.2	-2	1	-1.4	-0.6	1	-1.6
CCOC1=C2[C@H](c3ccc(CC)cc3)N(S(=O)(=O)c3ccc(C)cc3)C[C@H]2n2c(=O)n(-c3ccccc3)c(=O)n2C1
→ -0.1	-1	0	-6	nt	1	0	1.1	-0.1	-4	-0.2
CC(C)c1nc(SCC(=O)N2CC(=O)Nc3ccccc32)c2ccccc2n1
→ -1.3	1	2	-1	-0.6	0	1	-3.4	-2.3	7	-1.9
CC(C)C(=O)N1CCC1(C)C(=O)NCc1ccc(C(C)(C)C)cc1 (stereo unspecified)
→ 0.6	-3	5	3	nt	2	-3	1.3	-1.2	-5	-1.4
CSc1ccc(CN2C(=O)NC3(CCCCC3)C2=O)cc1
→ -0.3	-6	6	-6	6.8*	8	1	-2.3	-1.1	6	-1.9
CCCCCCCCN1C(=O)[C@@H](CC(=O)N2CCN(C(=O)C3CC3)CC2)C[C@@]2(C(=O)OC)C1=C[C@H](C1CCCC1)O[C@@H]2C
→ 0.6	-2	1	0	nt	1	2	0.2	-1.2	5	0.8
COc1ccc(C(=O)Nc2cc3c4c(c2)C(C)C(=O)N4CCC3)cc1OC (stereo unspecified)
→ 2.0	-3	-5	-4	0.5	-2	1	-0.4	-0.8	-2	0.2
COc1ccc([N+](=O)[O-])cc1N(CC(O)CN1CCCCC1)S(=O)(=O)c1ccc(C)cc1 (stereo unspecified)
→ 1.4	1	4	7	0.6	6	-2	0.5	-1.0	-2	0.5
CCOC(=O)C1CCN(C(=O)c2cc3c(=O)n4ccccc4nc3n2C)CC1
→ -0.6	-1	i	2	-0.6	i	i	-3.0	-1.4	-3	-0.8

(further entries)
Second line of a record: DAX1 inh-1	SMARCA2 activ	PLCg1 inh	MBD2 inh	DAX1 inh-2	PLCb3 inh	ADAM17 inh	hgDAF12 agonist	ssDAF12 agonist	NR1D1 modulator	hcDAF12 agonist
COc1ccc([C@@H]2CC=C(C(=O)O)[C@H](c3ccccc3)N2S(=O)(=O)c2ccccc2C)cc1
→ -0.1	1	0	-4	-0.9	0	-2	0.8	-1.3	3	-1.2
COc1cc(NC(=O)C2CCN(S(=O)(=O)c3ccc4c(c3)CC(C)N4C(C)=O)CC2)cc(OC)c1OC (stereo unspecified)
→ 0.0	0	0	0	0.7	-4	0	0.0	-0.9	0	0.6
CN(Cc1ccccc1)c1nc2c(c(=O)[nH]c(=O)n2C)n1CCCSc1ncccn1
→ -0.8	-2	6	-6	-1.5	5	-2	-1.9	-0.8	4	-3.3
CSCC[C@H](NC(=O)OC(C)(C)C)c1nnc(SCc2ccccc2)o1
→ 0.0	1	0	0	-0.1	3	0	-0.5	-1.3	2	-1.5
CCOc1cccc(-c2cc(N3CCN(CCO)CC3)n3nccc3n2)c1
→ -1.2	2	-211	0	nt	-264	-73	-1.9	-1.4	0	0.3
CCN1CCCC1CNC(=O)C(=O)NC1CC1 (stereo unspecified)
→ 0.1	3	0	2	-1.2	4	1	4.5	-1.4	-3	2.0
COc1cccc(OCc2nnc3n2N=C(c2ccccc2)C(CC(=O)O)S3)c1 (stereo unspecified)
→ -0.1	-3	-2	2	1.5	-10	-5	-1.4	-1.5	8	1.0
CC1CCN(CC(=O)N2CCN(c3ccccc3)CC2)CC1
→ 0.4	0	-1	4	0.1	-6	1	-1.1	-1.0	1	1.6
CCN(CC)C(=O)Cn1cc(C(=O)C(=O)NCc2cccnc2)c2ccccc21
→ -1.9	1	0	1	-0.1	1	0	5.5	-0.7	0	-1.4
Cc1ccc(S(=O)(=O)Nc2ccc3c(c2)nc(C)n3C)cc1
→ -0.1	-1	1	6	-1.8	0	-6	-2.0	-1.1	9	-0.6
O=C(NN1C(=O)NC2(CCCCC2)C1=O)c1ccc(-c2ccccc2Cl)o1
→ -0.6	-2	-46	-7	0.1	-4	-4	0.3	-1.5	6	-0.5
O=C(/C=C/c1cccc(O)c1)c1cccnc1
→ 0.1	1	0	3	-0.5	-4	-5	-2.3	-1.5	-4	-1.6
CC(=O)C(=Cc1ccc(Cl)cc1)C(=O)c1ccccc1
→ -3.2	-1	1	-2	nt	4	-1	-0.2	-1.4	-7	-1.0
CCN1CCCC1CN(Cc1cc2cc(OC)ccc2[nH]c1=O)C(=O)NCc1ccccc1 (stereo unspecified)
→ -0.1	3	-73	1	-0.5	-69	-101	-0.8	-1.2	3	-1.7
O=C(NCCc1ccccc1)c1cccc(Br)c1
→ 1.1	2	-1	3	1.3	-7	0	5.8	-0.2	4	0.6

Next structures
Second line of a record: DAX1 inh-1	SMARCA2 activ	PLCg1 inh	MBD2 inh	DAX1 inh-2	PLCb3 inh	ADAM17 inh	hgDAF12 agonist	ssDAF12 agonist	NR1D1 modulator	hcDAF12 agonist
O=C(Nc1cccc(Cl)c1)Nc1csc([N+](=O)[O-])c1
→ -1.1	-8	3	0	nt	-6	3	-5.8	-2.0	-5	-3.0
CCCCCC(=O)NC1CCCCN(Cc2ccccc2C)C1=O (stereo unspecified)
→ -0.9	-1	5	-4	nt	1	1	1.4	-1.2	-6	-2.1
CCCCCn1c(=O)[nH]c2cc(C(=O)NCCN3C(C)CCCC3C)ccc2c1=O (stereo unspecified)
→ 0.8	-1	-243	-1	0.3	-364	-44	1.1	-1.5	0	0.3
Cc1ccccc1-n1c(=O)c2c(n3cnnc13)-c1ccccc1CC21CCCCC1
→ -0.2	0	-3	1	-0.5	-5	-1	-2.1	-1.3	1	-1.4
CC(C)NC(=O)N(Cc1ccccc1)Cc1cccs1
→ 0.6	0	0	9	0.2	-10	-6	-1.0	-0.7	1	1.2
O=C(c1cccc(F)c1)N1CCCC(C(=O)N2CCCCC2)C1 (stereo unspecified)
→ 1.9	0	5	-5	-0.1	1	-2	3.0	-0.6	-1	-0.7
C=CC(=O)Nc1cccc(Oc2nc(Nc3ccc(N4CCN(C)CC4)cc3OC)ncc2Cl)c1
→ -1.6	-11	-2	-1	nt	-2	-2	-0.2	-0.9	1	-1.5
CC1CCCN(C(=S)NCCc2ccccc2)C1 (stereo unspecified)
→ 0.6	4	2	1	1.5	-2	-3	4.9	-0.7	-3	0.4
C1CCC(NC2=NCCC2)CC1
→ -0.2	1	4	-1	0.1	1	-3	2.8	-1.5	-1	-0.2
Cc1ccc(-n2ncc3c(NNC(=O)c4cccs4)ncnc32)cc1
→ -0.8	0	-3	-2	0.8	2	-5	-0.8	-0.8	-5	-0.9
COC(=O)c1oc2c(c1C)C(=O)CCC2
→ -0.5	0	1	2	nt	-5	-7	3.3	-0.8	-5	0.5
CC(C)CN1C(=O)N2CCc3ccccc3C2CS1(=O)=O (stereo unspecified)
→ 0.8	1	1	1	nt	2	-7	2.5	-0.7	-2	0.0
O=C(Nc1ccccn1)c1ccc2c(c1)OCO2
→ 6.1*	3	0	3	-0.3	-7	-1	22*	-0.5	2	3.8
Cc1cc(NCc2ccccn2)nc2ccccc12
→ 0.3	-2	-8	-3	0.0	-9	-28	4.8	-0.7	-7	1.9
